Mito fusion yeast: mitochondrial division inhibition or fusion activation; S. cerevisiae fusion-defective mutant growth rescue, CellTiterGlo 48 h; Potency, µM (doses to about 46.1 µM), for inactives: at the highest dose growth rescue (activation), most hits filed as activators; hit rate 0.23% among 320,000; AID 485298;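 also: potency is read from the fitted curve at half-maximal effect; % of control where 0% means no effect; nearly all actives have a fitted effect of over 45% in size; temperature-sensitive fusion mutants such as fzo1-1 at 37 °C on non-fermentable ethanol glycerol medium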
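Read-out: ATP-based luminescence (CellTiterGlo, 10 min ambient) reporting growth of fusion-defective ts yeast after 48 hours at 37C on glycerol/ethanol YPEG medium in the presence of compound.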
Eya2 inh: Eya2 (human) phosphatase inhibition; O00167; Potency, µM (titrated, usually from 76.9 µM), inactives show top-dose activity, negative = inhibition, hits mostly inhibitors; AID 488837; recombinant Eya2, OMFP fluorescence dephosphorylation (OMFP is methylfluorescein phosphate); hit rate 0.006% among 330,000; also: potency is read from the fitted curve at half-maximal effect; % is scaled to controls: 0 for no effect and ±100 for the full control effect
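Eya2 protein (added as 0.2 uM solution) was preincubated with compound for 10 min at ambient temperature in 50 mM HEPES pH 7.5, 50 mM NaCl, 5 uM MgCl2, 0.05% BSA, 1 mM DTT. OMFP (added at 50 uM) then reacted 10 min; fluorescence read at 485/525 nm.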
TSHR antag: blocks TSH signaling through the human TSH receptor. AID 504810. hit rate 0.2% among 330,000. activity change, negative = inhibition, % at 11.5 µM. TSHR-expressing cells, TSH-stimulated cAMP HTRF, 2 h; active compounds read low. P16473;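 active = activity change below a set negative limit, meaning inhibition stronger than a set level, cut at about -70% in these data; inconclusive = activity change between two set negative limits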; also: % is scaled to controls: 0 for no effect and ±100 for the full control effect
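Inhibition of cAMP made by TSHR-expressing cells under TSH stimulation (4nM final, EC80; 2 h, 37 deg C) is quantified with a one-step lysis HTRF kit, anti-cAMP cryptate versus cAMP-d2.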
TCR activator: activates T cell receptor signaling; primary human leukocytes, anti-CD3, IL-2 HTRF, 48 h; Potency, µM (doses to about 9.22 µM), for inactives: at the top dose activation of IL-2 secretion, actives largely listed as activators; 330,000 tested, under 10 active; also: % of control where 0% means no effect
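Human primary leukocytes + a-CD3 beads + cpd, 48 hr; IL-2 in supernatant by HTRF (ex 320nm / em 665nm). No co-stimulatory signal supplied.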
KCNH2 3.1 inh: blocks the human KCNH2 3.1 channel isoform; AID 720553; U2OS KCNH2 3.1, thallium flux FluxOr; active compounds read low; activity change, % (tested at about 1.8 µM); hit rate 0.95% among 340,000;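 active = maximum activity change below -70%; inconclusive = maximum activity change from -70% to -50%; inactive = maximum activity change above -50%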;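 also: thallium influx rate constant from kinetic fluorescence after stimulation buffer; % is scaled to controls: 0 for no effect and ±100 for the full control effect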
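Kinetic fluorescence (2 min after stimulation buffer) measures Tl+ influx through KCNH2 3.1 expressed by viral transduction in U2OS cells; the rate constant is normalized against DMSO controls serving as positive and negative references.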
USP2a inh: USP2a (human) protease inhibition; O75604; hit rate 0.01% among 330,000; Potency, µM (top dose mostly 38.3 µM), inactives show at the top dose activity change, negative = inhibition, hits mostly inhibitors; USP2 core, Ub-CHOP2 coupled fluorogenic reporter, 485/531; AID 463254;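 also: potency is read from the fitted curve at half-maximal effect; plate controls were DMSO wells for no effect and full inhibition by NEM control for full effect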
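Deubiquitinase activity read as fluorescence (485/531 nm) after Ub-CHOP2 cleavage activates the enterokinase reporter on its substrate; USP2 core 10nM, Ub-CHOP2 and substrate 25nM each, 30min compound preincubation then 60min RT; data normalized to NEM, curves fitted.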
AT treatment: potential ataxia-telangiectasia treatments restoring KAP-1 phosphorylation | Potency, µM (series often up to 57.5 µM), without a hit: top-dose activation, actives largely listed as activators | AID 485349 | […] A-T fibroblasts, KAP-1 phosphorylation AlphaLISA; neocarzinostatin DNA damage 30 min before lysis | hit rate 0.19% among 320,000; also: potency is read from the fitted curve at half-maximal effect; % of control where 0% means no effect; nearly all actives have a fitted effect of over 45% in size
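hTERT-immortalized A-T patient fibroblasts ([…]), 500 cells/well in OPTI-MEM, 1% FBS, got compounds for 60 min, then NCS for 30 min at 37C. Lysates were then assayed for phospho-KAP-1 by AlphaLISA (anti-pKAP1 donor, anti-KAP1 acceptor beads), 6 hr at 25C.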
ELG1 DNA repair: blocks ELG1-dependent DNA repair in HEK293T cells; Potency, µM (top dose mostly 46.1 µM), without a hit: top-dose activity change, negative = inhibition, hits mostly inhibitors; hit rate 2.3% among 330,000; AID 504467; HEK293T ELG1-luciferase reporter, luminescence, 16 h; DNA damage induced by 5-fluorouridine; also: potency is read from the fitted curve at half-maximal effect; % is scaled to controls: 0 for no effect and ±100 for the full control effect; nearly all actives have a fitted effect of over 55% in size
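Luminescence from the luciferase reporter, measured 30 min after ONE-Glo reagent at room temperature, was the read-out. Beforehand, 2,000 cells per well were exposed for 16 hr at 37 °C to 5-fluorouridine together with compound or vehicle.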
TRPV1 ag: agonists of human vanilloid receptor 1 (TRPV1) | Q8NER1 | TRPV1-expressing cells, Fluo-8 calcium influx, agonist mode | activation, % at 8.33 µM | hit rate 0.19% among 320,000 | AID 540275; in the data active = activation above about 80%; inconclusive = between about 30% and that limit; also: 0% is about no effect
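Fluo-8 calcium influx in TRPV1-expressing cells, kinetic read (ex 480/em 520 nm). Compound added and read 3 min for agonist activity, followed by capsaicin at EC20 final and 2 min further read for enhancement.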
KCNH2 WT inh: inhibitors of human wildtype KCNH2 potassium channel. U2OS, BacMam KCNH2, thallium flux FluxOr; active compounds read low. hit rate 0.37% among 340,000. activity change, % at 1.84 µM;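 active = maximum activity change below -70%; inconclusive = maximum activity change between -70% and -50%; inactive = maximum activity change above -50%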; also: % is scaled to controls: 0 for no effect and ±100 for the full control effect
Target sequence (Q12809 whole entry, looked up): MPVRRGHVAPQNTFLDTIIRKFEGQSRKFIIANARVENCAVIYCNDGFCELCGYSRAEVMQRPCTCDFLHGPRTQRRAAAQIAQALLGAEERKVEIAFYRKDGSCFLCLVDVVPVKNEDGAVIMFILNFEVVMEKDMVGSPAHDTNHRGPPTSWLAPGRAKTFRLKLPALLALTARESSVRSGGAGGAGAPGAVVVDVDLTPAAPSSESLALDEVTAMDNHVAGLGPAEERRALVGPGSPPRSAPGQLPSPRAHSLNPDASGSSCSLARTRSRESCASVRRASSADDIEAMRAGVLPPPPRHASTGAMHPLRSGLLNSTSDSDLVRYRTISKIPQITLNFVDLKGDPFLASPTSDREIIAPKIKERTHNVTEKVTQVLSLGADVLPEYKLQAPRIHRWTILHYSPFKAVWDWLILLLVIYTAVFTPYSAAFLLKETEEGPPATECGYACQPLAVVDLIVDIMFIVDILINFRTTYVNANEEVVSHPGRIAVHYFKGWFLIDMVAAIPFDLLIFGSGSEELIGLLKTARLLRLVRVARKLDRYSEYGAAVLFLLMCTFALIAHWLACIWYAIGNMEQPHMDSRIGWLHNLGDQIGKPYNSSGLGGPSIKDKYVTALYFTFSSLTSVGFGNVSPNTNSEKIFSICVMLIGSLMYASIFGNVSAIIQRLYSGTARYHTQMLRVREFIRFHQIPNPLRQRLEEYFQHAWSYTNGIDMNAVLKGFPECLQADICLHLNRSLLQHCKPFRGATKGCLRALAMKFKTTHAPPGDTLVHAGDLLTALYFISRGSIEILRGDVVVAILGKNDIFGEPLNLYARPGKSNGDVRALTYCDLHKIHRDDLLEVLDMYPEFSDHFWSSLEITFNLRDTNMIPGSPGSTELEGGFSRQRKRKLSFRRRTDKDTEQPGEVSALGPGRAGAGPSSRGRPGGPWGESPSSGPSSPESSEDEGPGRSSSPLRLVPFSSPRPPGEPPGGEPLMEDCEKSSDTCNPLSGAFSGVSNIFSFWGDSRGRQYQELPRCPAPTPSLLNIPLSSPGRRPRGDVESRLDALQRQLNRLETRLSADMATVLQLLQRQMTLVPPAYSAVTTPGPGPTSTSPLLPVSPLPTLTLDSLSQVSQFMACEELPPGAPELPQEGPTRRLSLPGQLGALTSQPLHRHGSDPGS
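U2OS cells transduced with wild-type KCNH2 virus are loaded with FluxOr dye for 45 min, and thallium flux is measured in kinetic reads before and after stimulation buffer. Rate constants are normalized to DMSO controls.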
Numbers without * were called inactive; ? = inconclusive; . = not tested or not shown; [ ] = another dose, or the depositor's remark. Unless noted, calls follow the shape of the dose curve; as a rule, active = well fitted curve in the direction sought with a large enough effect; inconclusive = small, poorly fitted or top-dose-only effect, or another doubt; inactive = no such curve, though single readings can be large; an effect the other way counts as inactive or inconclusive.

Results follow in this order: TRPV1 ag	TSHR antag	TCR activator	Mito fusion yeast	KCNH2 WT inh	KCNH2 3.1 inh	ELG1 DNA repair	USP2a inh	AT treatment	Eya2 inh
- CCN(CC)c1ccc(/C=C2/C(=O)ON=C2C)cc1
 : 25	-8	5%[46.1 µM]	-3%	10	9	?	6%	3%	-2%
- O=C(CSc1nc(O)c(Cc2ccccc2)c(=O)n1-c1ccccc1)N1CCOCC1
 : 1	13	-1%	-2%	2	-4	18%	-1%	8%	-18%
- COc1cc(-c2nn3c(C4CCCCC4)nnc3s2)cc(OC)c1OC
 : -1	-14	-1%	3%	-8	-10	5.8µM*	2%	2%	10%[15.4 µM]
- CCOc1ccc(NC(=O)C2CCC(CNc3c(N4CCC(C)CC4)c(=O)c3=O)CC2)cc1 (configuration not stated)
 : .	-1	3%	-2%	-3	2	?	-1%	11%	?
- CCCCOc1ccc(NC(=O)CN2CCN(CC)CC2)cc1
 : 1	-12	-11%	-3%	2	-19	7%	1%	1%	6%
- Cc1cc(C)c(C)c(OCC(=O)N2CCOCC2)c1
 : ?	4	5%	-6%	3	1	?	4%	-1%	-7%
- COc1ccc(NC(=O)N2CCCc3cccc(C)c32)cc1
 : 9	21	-2%	-6%	-1	9	0%	1%	2%	-1%
- Cc1ccc(NC(=O)CC2CCCC2)c(Br)c1
 : 6	-3	3%	-3%	-7	1	?	2%	1%	7%
- S=C(Nc1ccc(Br)cc1)NC1CCCC1
 : ?	-8	-13%[46.1 µM]	19%	-2	-6	?	0%	2%	9%
- COc1ccc(/C=N/NC(=O)c2ccco2)cc1Cn1nc(C)c([N+](=O)[O-])c1C
 : 4	-15	.	-6%	5	-16	-2%	-2%	8%	-3%
- Cc1ccc(NC(=S)N/N=C/c2ccc(Cl)c([N+](=O)[O-])c2)cc1
 : 0	-6	6%	-4%	0	-14	6%	4%	-7%	2%
- CC(C)(NO)/C(=N\O)c1ccc(Cl)cc1
 : 1	1	-2%	-5%	5	6	3%	-4%	.	-7%
- Cc1c(-c2ccccc2)nc2ccccc2c1C(=O)NCc1cccs1
 : 26	47	4%[46.1 µM]	22%	-4	-7	?	1%	-3%	-3%
- CC(C)(C)c1ccc(-c2cc(-c3ccccc3O)[nH]n2)cc1
 : 0	-17	.	1%	-6	-7	?	-3%	-5%	-5%
- Cc1cccc(C)c1OCC(=O)NCc1ccccc1
 : 22	1	-6%	0%	5	-1	?	3%	1%	-7%
- CCC(C)(O)C(=O)N[C@H]1CCCN1C(=O)/C=C/c1ccccc1 (some centres not stated)
 : .	10	-10%	.	-3	-22	?	2%	6%	-10%
- COc1cc(C(=O)O)cc(OC)c1OCc1cc(C(=O)O)oc1C
 : -2	-3	0%	-2%	-2	1	-1%	-3%	-6%	3%
- CCOC(=O)C(C)Oc1cccc2c(=O)n(CC(=O)NCc3ccc(F)cc3)ccc12 (configuration not stated)
 : 5	6	1%	-2%	-8	1	?	10%	7%	9%
- Cc1nnc(SCCn2c(N3CC(C)CC(C)C3)nc3c2c(=O)[nH]c(=O)n3C)s1 (configuration not stated)
 : 10	1	1%	-1%	4	12	2%	1%	-1%	-15%
- CCN(CC)CCn1c2c(c(SCC(=O)Nc3nc(C)cs3)nc1=O)CCCC2
 : -2	23	.	8%	45	-11	0%	0%	4%	-22%
- Cc1ccc(NS(=O)(=O)c2ccc3c(c2)NC(=O)CO3)c(C)c1
 : 22	4	5%	2%	-7	-4	-2%	-1%	-2%	1%
- O=C(COc1ncnc2ccccc12)Nc1cccc([N+](=O)[O-])c1
 : -1	-12	.	-4%	-4	-8	1%	2%	3%	17%
- COc1ccc(-n2c(Cc3cccn3C)nnc2SCC(=O)Nc2ccc(C)cc2C)cc1
 : -3	-5	-5%[46.1 µM]	19%	1	-7	-17%	1%	-4%	1%
- C#CCOCCOCCOCCNc1nc(N2CCN(C(=O)[C@H](CCC(=O)O)n3cc(C(N)CC(C)C)nn3)CC2)nc(N2CCN(C(=O)[C@H](CCC(=O)O)n3cc(C(N)CC(C)C)nn3)CC2)n1 (some centres not stated)
 : 0	9	0%	-2%	-7	3	-16%	-1%	-6%	4%
- COC(=O)C1=C(CS(=O)(=O)c2ccccc2)NC(=O)NC1c1ccc(OC)c(OC)c1 (configuration not stated)
 : 0	10	-7%	-9%	2	9	23%	1%	2%	14%
- Cc1ccc(S(=O)(=O)N2CCCCC2C(=O)N2CCN(Cc3ccccc3)CC2)cc1 (configuration not stated)
 : 7	-4	-5%	2%	10	4	-13%	4%	2%	-4%
- Cn1nc(C(F)(F)F)c(-c2ccccc2)c1NC(=O)c1ccco1
 : -5	4	4%	2%	0	3	-12%	7%	1%	19%
- CC1(C)Cc2c(sc3ncn4nc(CCC(=O)O)c(=O)nc4c23)CO1
 : 0	5	-2%	1%	-8	6	-2%	-1%	1%	-8%
- COc1ccc(NC(=O)Nc2ccc3c(c2)C(=O)N([C@H](C)CO)C[C@H](C)[C@@H](CN(C)S(C)(=O)=O)O3)cc1
 : .	-5	2%	.	-10	-3	3%	5%	5%	9%
- CCCN1CCN(CCCNC(=O)CN2C(=O)c3cccnc3Oc3ccc(C)cc32)CC1
 : -1	9	-5%	5%	7	-3	?	1%	-5%	-17%

Sorted by formula weight (descending): part of the list above
Results follow in this order: TRPV1 ag	TSHR antag	TCR activator	Mito fusion yeast	KCNH2 WT inh	KCNH2 3.1 inh	ELG1 DNA repair	USP2a inh	AT treatment	Eya2 inh
- Cc1ccc(NC(=S)N/N=C/c2ccc(Cl)c([N+](=O)[O-])c2)cc1
 : 0	-6	6%	-4%	0	-14	6%	4%	-7%	2%
- COc1cc(C(=O)O)cc(OC)c1OCc1cc(C(=O)O)oc1C
 : -2	-3	0%	-2%	-2	1	-1%	-3%	-6%	3%
- COc1ccc(NC(=O)N2CCCc3cccc(C)c32)cc1
 : 9	21	-2%	-6%	-1	9	0%	1%	2%	-1%

Back to the main list, starting 2 compounds before the break.
Results follow in this order: TRPV1 ag	TSHR antag	TCR activator	Mito fusion yeast	KCNH2 WT inh	KCNH2 3.1 inh	ELG1 DNA repair	USP2a inh	AT treatment	Eya2 inh
- COc1ccc(NC(=O)Nc2ccc3c(c2)C(=O)N([C@H](C)CO)C[C@H](C)[C@@H](CN(C)S(C)(=O)=O)O3)cc1
 : .	-5	2%	.	-10	-3	3%	5%	5%	9%
- CCCN1CCN(CCCNC(=O)CN2C(=O)c3cccnc3Oc3ccc(C)cc32)CC1
 : -1	9	-5%	5%	7	-3	?	1%	-5%	-17%
- CCOC(=O)c1c(NC(=O)c2ccn(CC)n2)sc2c1CCC2
 : 16	-11	-6%	7%	-8	2	?	-1%	-2%	7%
- COCCn1nnnc1C(C(C)C)N(Cc1ccccc1)Cc1cc2cc(OC)ccc2[nH]c1=O (configuration not stated)
 : 20	24	0%	17%	1	0	?	-7%	-2%	-14%
- Cc1ccc(C(=O)N/C(=C\c2cccc([N+](=O)[O-])c2)C(=O)OCN2C(=O)c3ccccc3C2=O)cc1
 : -2	0	2%[46.1 µM]	-4%	20	-13	1%	0%	6%	3%
- CC(C)c1ccc(/C=C2\C(=N)N3N=C(CC(=O)N4CCCCC4)SC3=NC2=O)cc1
 : 2	10	-4%	-1%	2	-15	19%	4%	5%	-4%
- COc1cccc(C(=O)NCc2ccc3[nH]c(C)cc3c2)c1
 : -3	24	13%	8%	-7	-1	?	?	9%	5%
- COC(=O)c1[nH]c2cccc(OC)c2c1NC(=O)CN1CC(C)OC(C)C1 (configuration not stated)
 : 0	1	2%	-1%	-4	-15	?	2%	0%	-17%
- c1ccc(CN2CCC(Nc3nc(-c4cccnc4)nc4ccccc34)CC2)cc1
 : ?	-5	-5%	-5%	0	-30	3%	-1%	1%	7%
- COC(=O)c1ccc(-n2c(C)cc(-c3csc(NC(=O)c4ccc(S(=O)(=O)N(C)C)cc4)n3)c2C)cc1
 : 3	-9	5%[46.1 µM]	-1%	-5	3	13µM*	0%	1%	-5%
- Brc1ccccc1OCCOCCOc1cccc2cccnc12
 : 6	-6	2%	2%	-7	-3	?	2%	8%	13%
- CCCCn1c(SCC(=O)Nc2nc(C)cs2)nnc1-c1cccnc1
 : 1	4	-68%	-3%	-10	-35	-1%	-4%	7%	-24%

Structures from the list above that have fluorine, in the order listed:
Results follow in this order: TRPV1 ag	TSHR antag	TCR activator	Mito fusion yeast	KCNH2 WT inh	KCNH2 3.1 inh	ELG1 DNA repair	USP2a inh	AT treatment	Eya2 inh
- CCOC(=O)C(C)Oc1cccc2c(=O)n(CC(=O)NCc3ccc(F)cc3)ccc12 (configuration not stated)
 : 5	6	1%	-2%	-8	1	?	10%	7%	9%
- Cn1nc(C(F)(F)F)c(-c2ccccc2)c1NC(=O)c1ccco1
 : -5	4	4%	2%	0	3	-12%	7%	1%	19%

Compound activity: PubChem, National Center for Advancing Translational Sciences (NCATS)

The list is partial; the hit share may differ from the screen's.
